Compound activity: PubChem, several laboratories
ADAM10 inh: inhibitors of human ADAM10; AID 720582; recombinant ADAM10, EDANS/DABCYL FRET peptide cleavage, 3 h; 0.62% of 370,000 active; inhibition, % at 7 µM;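 active means inhibition above a per-campaign cutoff equal to the mean of compounds falling between control-based bounds plus 3 SD, cut at about 20% in these data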;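 further: 0% = DMSO wells while the 100% control is not disclosed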
ARFGAP1 inh: inhibits rat ARF GTPase activating protein 1 | Q62848 | Arfgap1-stimulated ARF1 GTP hydrolysis, GDP FP detection | inhibition, % at 16.5 µM | 0.26% of 360,000 active | AID 651572;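 active means inhibition above a per-plate limit, mean inhibition of low control wells plus 3 SD, cut at about 25% in these data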;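 further: 0% = DMSO wells with enzyme and 100% = wells lacking Arfgap1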
Target sequence (Q62848 1-136 limits assumed): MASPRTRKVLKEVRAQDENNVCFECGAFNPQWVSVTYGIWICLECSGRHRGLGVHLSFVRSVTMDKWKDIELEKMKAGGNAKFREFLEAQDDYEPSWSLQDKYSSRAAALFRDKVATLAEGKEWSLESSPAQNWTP
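Material: rat Arfgap1 catalytic domain, aa 1-136; also added: human ARF1(Δ1-17)-GTP substrate; compound dosing: one concentration, 16.5 µM, DMSO 1.26%; incubation: GTP hydrolysis reaction 2 h at 25 °C; measured by: Tracer-displacement fluorescence polarization with EDTA stop, 620/688 nm; evaluation: % inhibition from polarization; repeats: one replicate per compound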
GAA850 FXN act: increases GAA850 frataxin promoter reporter activity; 0.56% of 360,000 active; HEK293 lucGAA850 FXN promoter luciferase reporter, 24 h; percent of 10 µM SAHA response; activation, % at 6 µM;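 active means activation above the average of all compounds screened plus 3 SD, cutoff fixed separately per campaign, cut at about 7.5% in these data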;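 further: 0% = DMSO wells and 100% = 10 µM SAHA wells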
proKLK7 act: proKLK7 (human) activation, primary screen; purified proKLK7, EDANS-DABCYL substrate fluorescence; 100% is mature enzyme control, 0% vehicle; activation, % at 7 µM; 0.9% of 370,000 active; AID 652039;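 active means activation above the mean of all tested compounds plus 3 SD, computed per campaign excluding outliers beyond control limits, cut at about 13% in these data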
sPLA2-III inh: Blocks human group III sPLA2 activity | inhibition, % at 12.2 µM | QFRET BODIPY PC-A2 liposome hydrolysis, fluorescence | AID 743126 | 0.56% of 370,000 active | Q9NZ20;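 active means inhibition above mean plus 3 SD of compounds lying within the high and low control bounds, cut at about 19% in these data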;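 further: 0% = median of test compound wells and 100% = no enzyme DMSO wells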
Target sequence (Q9NZ20 whole entry, looked up): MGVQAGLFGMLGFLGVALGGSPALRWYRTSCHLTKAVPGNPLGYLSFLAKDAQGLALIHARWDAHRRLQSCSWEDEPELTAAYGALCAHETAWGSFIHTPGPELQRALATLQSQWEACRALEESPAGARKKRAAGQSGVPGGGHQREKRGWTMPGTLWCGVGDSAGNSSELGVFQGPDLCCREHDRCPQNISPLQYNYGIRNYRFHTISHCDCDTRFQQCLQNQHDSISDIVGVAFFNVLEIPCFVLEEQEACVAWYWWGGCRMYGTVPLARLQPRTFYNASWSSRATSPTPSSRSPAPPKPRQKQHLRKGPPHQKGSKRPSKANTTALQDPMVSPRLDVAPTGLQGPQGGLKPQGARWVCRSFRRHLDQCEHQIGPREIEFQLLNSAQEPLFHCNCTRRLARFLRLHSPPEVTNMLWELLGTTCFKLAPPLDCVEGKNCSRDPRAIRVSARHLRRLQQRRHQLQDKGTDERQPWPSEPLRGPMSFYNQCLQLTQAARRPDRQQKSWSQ
DDE Tn6 FP inh: DD(E)-Tn6 binding inhibition, primary FP screen; P02675; Fibrin DD(E) TRITC-Tn6 fluorescence polarization displacement; inhibition, % at 8.3 µM; 0.21% of 370,000 active; AID 720509;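 active means inhibition above a per-campaign cutoff: mean of compounds within control limits plus 3 SD, cut at about 15% in these data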;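 further: 0% = median of all compound wells on the plate and 100% = blocking peptide control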
ASAP1 GAP inh: blocks human ASAP1-stimulated Arf1 GTP hydrolysis; GDP FP detection; inhibition, % at 16.5 µM; 0.19% of 360,000 active; AID 624377; in the data active means inhibition above about 25%;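 further: 0% = vehicle with enzyme and substrate and 100% = no enzyme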
Target sequence (Q9ULH1 325-724 limits assumed): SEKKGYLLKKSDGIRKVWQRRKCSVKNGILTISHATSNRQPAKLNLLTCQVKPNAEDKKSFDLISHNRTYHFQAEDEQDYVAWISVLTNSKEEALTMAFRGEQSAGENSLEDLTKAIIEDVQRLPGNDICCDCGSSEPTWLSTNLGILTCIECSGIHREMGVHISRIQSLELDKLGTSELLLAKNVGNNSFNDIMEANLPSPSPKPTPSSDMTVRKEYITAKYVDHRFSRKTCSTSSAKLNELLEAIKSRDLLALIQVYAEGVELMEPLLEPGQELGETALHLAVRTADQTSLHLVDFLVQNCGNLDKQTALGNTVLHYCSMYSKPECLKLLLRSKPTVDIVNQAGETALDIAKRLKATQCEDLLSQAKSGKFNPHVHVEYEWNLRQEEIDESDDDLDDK
GC-B act: GC-B (human) receptor activation. AID 1920062. activation, % at 10 µM. HEK293-GC-B cells, CNP EC30, cGMP TR-FRET; 0% at EC30 CNP, 100% saturating CNP. 0.11% of 370,000 active. P20594;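 active means activation at 10 µM reaching about 35% in either raw or pattern-adjusted values, limit read from the data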
rCAG RNA binder: molecules binding r(CAG) RNA repeats; inhibition, % at 3 µM; AID 651821; r(CAG) RNA repeat, TO-PRO-1 dye displacement fluorescence; 1.3% of 370,000 active;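 active means inhibition above the plate cutoff, the mean of all test compounds on that plate plus 3 SD, cut at about 35% in these data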;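 further: 0% = DMSO alone and 100% = 100 µM mitoxantrone as full dye displacement; higher means more dye released from RNA so lower well fluorescence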
GC-A act: GC-A (human) enzyme activation | HEK293 GC-A cells, cGMP TR-FRET, EC30 ANP; 0% at EC30 ANP, 100% saturating ANP | AID 1671463 | 0.14% of 370,000 active | activation, % at 10 µM; in the data active means activation above about 40%
Numbers without * were called inactive; i = inactive; · = no result given; + = active, no number.

SMILES	ADAM10 inh	ARFGAP1 inh	GAA850 FXN act	proKLK7 act	sPLA2-III inh	DDE Tn6 FP inh	ASAP1 GAP inh	GC-B act	rCAG RNA binder	GC-A act
O=C(NCCO)Nc1ccc2nsnc2c1	i	8	2.8	22*	4	3	1	0	1	4
O=Cc1ccc2cccnc2n1	-2	2	2.1	-0.1	-1	-5	7	-4	-1	-5
COc1ccccc1C(=O)COC(=O)C(NC(=O)Cc1ccccc1)C(C)C (configuration not stated)	-8	1	1.0	-0.3	-11	+	2	0	-2	-3
COc1cc2c3nnc(-c4ccc(F)cc4)c-3cn(Cc3cccc(C)c3)c2cc1OC	i	-6	0.1	-56	-18	-3	123*	0	13	8
O=C(CSc1nnc(COc2ccc(F)cc2)o1)N1c2ccccc2CCc2ccccc21	20*	11	-5.6	0.5	-21	-4	4	-2	1	-5
O=C1SC(SCc2ccccc2)=N/C1=C\c1ccco1	-2	5	0.3	0.4	-6	9	1	-4	26	6
Cc1ccc(O)c(CNCCNCc2cc(C)ccc2O)c1	3	0	-1.1	-0.1	-14	-4	-1	-17	3	-7
COc1ccc(OCc2cc(C(=O)NC(C)Cc3cccnc3)no2)c(Cl)c1 (configuration not stated)	-5	-8	0.0	-0.6	-2	-6	-12	1	-8	9
Cc1ccc(C(=O)C2CCN(CC(=O)NCc3cccs3)CC2)cc1	-4	·	·	0.9	-6	-7	·	-4	5	1
CCOC(=O)CSc1nnc(-c2ccco2)n1C	-5	-7	-2.1	0.4	2	9	0	3	2	5
Cc1ccc(S(=O)(=O)N2CC(O)C[C@H]2C(=O)OCC(=O)Nc2ccc(N3CCOCC3)cc2)cc1C (some centres not stated)	0	-6	-0.3	0.2	-7	4	-14	3	-7	0
CC(=O)N1CCc2cc(S(=O)(=O)NCCC(=O)N3CCN(Cc4ccccc4)CC3)ccc21	-16	5	-0.8	-0.2	5	6	-2	1	-3	1
c1ccc(Cn2nnc3c(N4CCc5ccccc5C4)ncnc32)cc1	3	4	-0.6	0.4	2	-1	7	4	-4	6
CN(CC(=O)Nc1ccc(N2CCOCC2)cc1)C(=O)CSc1ccccc1F	-6	3	-1.9	-0.3	3	6	-2	2	9	-1
C=CCNc1nc(N)c([N+](=O)[O-])c(Nc2ccccc2OC)n1	-10	-12	3.8	-0.5	12	5	4	-3	4	4
Cc1ccc(-c2csc(=S)[nH]2)cc1	-1	8	3.0	-0.4	14	-8	12	6	2	4
CCSc1ncc(Cl)c(C(=O)Nc2ccccc2Cl)n1	0	-3	0.0	-0.1	9	3	-7	0	-1	-4
Cc1c(C(=O)/C=C/c2cccs2)oc2ccc(F)cc12	1	2	2.0	-0.2	-3	7	0	-3	9	-7
CCCCN(C(=O)c1cccc(-n2cccc2)c1)c1c(N)n(Cc2ccccc2)c(=O)[nH]c1=O	-14	1	0.4	0.4	4	3	-3	6	15	2
Cc1ccccc1CC(=O)N1CCC(CCC(=O)NC2CC2)CC1	-4	-5	-0.4	-0.1	-2	3	-1	0	1	-1
CCOC(=O)C1CCCN(C(=O)C(=O)Nc2ccc3nc4n(c(=O)c3c2)CCCCC4)C1 (configuration not stated)	0	2	0.5	0.7	-6	4	4	2	0	3
Cc1ccc(CS(=O)Cc2ccc(C(=O)N3CCN(c4ccccn4)CC3)o2)cc1 (configuration not stated)	-11	4	-1.6	0.2	7	6	5	1	-8	-6
O=C1CC(N2CCc3ccccc32)C(=O)N1c1ccc(F)cc1 (configuration not stated)	1	11	1.1	0.3	-1	11	-4	-2	1	-3
COc1ccccc1NC(=O)N(C)C[C@@H]1OCc2cn(nn2)CCCC(=O)N([C@H](C)CO)C[C@H]1C	-7	5	-0.9	-0.8	8	-4	8	4	0	4

Next part; the last two above are carried over.
SMILES	ADAM10 inh	ARFGAP1 inh	GAA850 FXN act	proKLK7 act	sPLA2-III inh	DDE Tn6 FP inh	ASAP1 GAP inh	GC-B act	rCAG RNA binder	GC-A act
O=C1CC(N2CCc3ccccc32)C(=O)N1c1ccc(F)cc1 (configuration not stated)	1	11	1.1	0.3	-1	11	-4	-2	1	-3
COc1ccccc1NC(=O)N(C)C[C@@H]1OCc2cn(nn2)CCCC(=O)N([C@H](C)CO)C[C@H]1C	-7	5	-0.9	-0.8	8	-4	8	4	0	4
O=c1c2ccccc2nc(-c2ccc(Cl)cc2Cl)n1CCCn1ccnc1	2	-15	1.1	0.3	-13	-2	-2	1	-8	-4
COc1cccc(C2=NOC(C(=O)NCc3ccco3)C2)c1 (configuration not stated)	-1	-2	1.4	-0.4	0	3	15	-2	1	0
N#Cc1ccc(OCC(=O)OCC(=O)Nc2cc(C(F)(F)F)ccc2N2CCOCC2)cc1	-3	6	2.4	-0.7	11	-7	-1	-3	-4	-2
CC(N)c1csc(NC(=O)Nc2cccc(C(F)(F)F)c2)n1 (configuration not stated)	-8	-9	0.0	0.0	12	5	-7	-3	21	-16
CCOC(=O)CC(NC(=O)C1c2ccccc2Oc2ccccc21)c1ccc(C)cc1 (configuration not stated)	-4	15	0.6	0.2	11	0	-4	-10	-5	-11
CC(CCc1ccccc1)NC(=O)N1CCOCC1 (configuration not stated)	-2	15	0.5	0.6	8	-1	-9	-1	-5	4
CC(NC(=O)c1ccco1)C(=O)NC(C)c1cc(F)c(Cl)cc1Cl (configuration not stated)	-10	7	0.6	0.4	5	4	1	1	2	-1
CCC(=O)c1c[nH]c(C(=O)NCc2cccnc2)c1	3	6	1.1	-0.2	2	-3	-15	6	-2	4
COc1ccc(Nc2nc(N)nc(CSc3n[nH]c(-c4ccccc4)n3)n2)cc1	11	16	1.7	0.4	-14	-6	5	-6	4	-1
C=CCN1C(=O)C(O)(CC(=O)c2ccc(OC)cc2OC)c2cc(Br)ccc21 (configuration not stated)	8	-11	0.1	0.4	-13	-2	-11	-5	-5	-7
COC(=O)[C@]12C[C@H](CC(=O)NCC34CC5CC(CC(C5)C3)C4)C(=O)N(Cc3ccco3)C1=C[C@H](COCc1ccccc1)O[C@@H]2C	11	·	·	0.3	-15	1	·	4	8	0
COc1cc(C(=O)NCCCNc2nc3cc(C)cc(C)c3cc2C#N)cc(OC)c1OC	-97	4	3.9	-2.2	3	1	13	2	-4	0
COc1ccc(/C(O)=C2/C(=O)C(=O)N(CCN(C)C)C2c2cccnc2)cc1C (configuration not stated)	-1	-3	2.1	0.1	-1	3	-4	1	1	4
CCOC(=O)c1c(NC(=O)c2ccncc2)sc(C)c1C	8	-8	-0.4	0.0	-1	-6	-3	-7	2	-6
O=C1c2ccccc2C(=O)N1CCCn1nnc(-c2ccc(N3CCOCC3)cc2)n1	5	3	-2.8	0.5	-3	0	5	-1	-3	-4
N#C/C(=C\c1ccc(OC(=O)c2ccccn2)cc1)C(N)=O	0	-12	0.3	-0.1	-4	6	-4	4	0	-2
NCCNC(=O)c1c(O)c2cccc3c2n(c1=O)CCC3	-15	10	-0.6	0.4	4	6	7	-1	3	-2
COc1ccc(/C=N/NC(=O)c2nnn(-c3nonc3N)c2CN(C)C2CCCCC2)cc1	-6	19	-0.2	-0.3	4	1	2	-2	1	-4
COc1ccc(NC(=O)N(CCCN(C)C)Cc2cc3cc(OC)ccc3[nH]c2=O)cc1	-88	8	1.6	1.1	-14	-7	-7	1	1	-1
Cc1cc(Cl)c(OCCn2ccnc2)c(Br)c1	-8	-2	0.3	0.2	-15	1	14	4	-6	1
N#Cc1ccccc1OCC(=O)OCCCOC(=O)COc1ccccc1C#N	-10	-2	2.6	-0.5	6	0	7	-11	-6	-3
Cc1ccc(NC(=O)C2CCN(S(=O)(=O)c3cccs3)CC2)c(O)c1	18	4	-0.1	0.0	-38	6	5	-1	7	2
COc1cccc(NC(=O)C2C3C=CC(O3)C2C(=O)O)c1 (configuration not stated)	6	-12	0.0	-0.6	4	-8	-11	0	5	4
Cc1ccc(N(C(=O)c2csnn2)C(C(=O)NC2CCCCC2)c2cccnc2)cc1 (configuration not stated)	-1	0	-1.3	-0.3	2	4	-2	3	-2	2
NS(=O)(=O)c1cccc(NC(=O)CC2(CC(=O)O)CCCC2)c1	-3	-4	1.0	0.2	-1	2	-1	-1	2	4
Cc1ccc2c(c1)nnn2C1CCN(S(=O)(=O)c2cccc(S(=O)(=O)N(C)C)c2)CC1	2	0	-2.8	1.0	-19	-2	-2	-7	7	-11
COc1cc(/C=C/C(=O)O)cc(S(=O)(=O)Nc2cccc(SC)c2)c1OC	5	6	0.6	0.0	-13	14	8	2	11	0
CN1CCN(C(=O)c2cc3ccccc3[nH]2)CC1	2	-7	0.1	-0.1	3	3	12	1	1	1
COc1ccc(NC(=O)C23CCC(C2)C(C)(C)C3=O)cc1 (configuration not stated)	5	0	2.4	-0.1	0	5	7	-1	3	5
N/C(=N\S(=O)(=O)c1cc(C(F)(F)F)cc(C(F)(F)F)c1)c1ccccc1	5	-11	0.1	0.4	-3	-1	9	4	-6	-2
O=C(Nc1cccc(Cl)c1)c1cc(F)cc2c1OCOC2	-11	-6	3.1	0.4	3	7	-6	7	0	-1
CCN(CCCNC(=O)CCCOc1cc(=O)n(C)c2ccccc12)Cc1ccccc1	-8	-8	0.7	0.3	-2	1	-5	0	-7	-2
COc1cc(C(=O)Nc2cc(C(F)(F)F)ccc2-n2cncn2)cc(OC)c1OC	-6	-1	0.6	-0.4	-4	11	4	5	-4	3
COC(=O)[C@]12CCCCC=C1N(Cc1ccc(Cl)cc1Cl)C(=O)[C@H](CC(=O)NCc1ccc(OC)c(OC)c1)C2	11	6	·	1.5	-7	-3	8	2	11	-5
Cc1cc(C)nc(SCC(=O)Nc2ccc(N3CCOCC3)cc2)n1	-4	3	-3.8	0.1	2	5	10	0	-3	-1
CC1=C(C(=O)OCCOC(C)C)C(c2cccnc2)C2=C(CCCC2=O)N1 (configuration not stated)	i	1	0.5	8.2	-6	0	8	0	-1	-2
COc1cc(/C=N/NS(=O)(=O)c2ccc(C)cc2)ccc1OCc1cccc(C(=O)O)c1	-8	-12	5.7	0.0	-9	-1	0	-5	24	0
COc1ccc(NC2CCCN(C(=O)COc3ccc(C(C)=O)cc3)C2)cc1 (configuration not stated)	4	6	0.5	0.1	5	0	-9	-7	4	-3
Cc1cccc(CC(=O)NCCS(=O)(=O)N2CCN(c3ccccc3)CC2)c1	-1	17	-0.4	0.2	2	5	4	5	2	1
COCCn1nc2cc(C(=O)NCC34CC5CC(CC(C5)C3)C4)ccc2c1OC	i	21	1.7	-12	5	-8	1	4	-2	2
CCCCN1C(=O)C(=O)N(CC(=O)c2ccc3c(c2)CCCC3)C1=O	-37	16	2.1	-0.1	-13	3	0	0	11	3
CC(=O)Nc1cccc(N2CCCC2=O)c1	0	1	-0.8	-0.5	4	-1	-8	3	-1	-1
CN(CCS(=O)(=O)c1ccc(Cl)cc1)Cc1cccnc1	13	0	0.3	0.1	1	1	-3	-1	1	1
COc1cccc(-c2cc(C(=O)Nc3c(C)nn(Cc4ccccc4C)c3C)no2)c1	5	7	-1.0	0.1	-1	2	0	1	-5	3
